Compound activity: PubChem, National Center for Advancing Translational Sciences (NCATS)
S-ASM inh: blocks human secretory acid sphingomyelinase | placental ASM, HMU-PC fluorogenic substrate, 60 min | Potency, µM (series often up to 57.5 µM), for the others: at the highest dose activity change, negative = inhibition, usual class: inhibitors | actives 0.006% (n = 340,000); note: potency is the fitted concentration of half-maximal effect
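HMU-PC0 cleavage (9 uM final) by human placental ASM, 60 min at 37 °C following 10 min compound exposure at RT; stopped at pH 10, fluorescence Ex 386/Em 447 nm.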
TSHR antagonist: antagonists of human thyroid stimulating hormone receptor | activity change, negative = inhibition, % at 11.5 µM | TSHR-expressing cells, TSH-stimulated cAMP HTRF, 2 h; hits give low values | actives 0.2% (n = 330,000) | AID 504810;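 active = activity change below a set negative limit, meaning inhibition stronger than a set level, cut at about -70% in these data; inconclusive = activity change between two set negative limits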; note: % is set by controls: 0 for no effect and ±100 for the full control effect
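Inhibition of cAMP made by TSHR-expressing cells under TSH stimulation (4nM final, EC80; 2 h, 37 deg C) is quantified with a one-step lysis HTRF kit, anti-cAMP cryptate versus cAMP-d2.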
MBNL1 CUG block: inhibitors of human MBNL1 binding to CUG repeat RNA. Q9NR56. TR-FRET MBNL1-His/biotin-(CUG)12 binding, 665/545 ratio. Potency, µM (titrated, usually from 57.5 µM), for the others: at the highest dose activity change, negative = inhibition, actives largely listed as inhibitors. actives 0.036% (n = 280,000); active = well fitted inhibition curve with a large enough effect in the signal ratio, with a control signal flat, not every such curve was filed as active; inconclusive = small, poorly fitted or top-dose-only effect, or effect the other way, or a change in a side signal; inactive = no such curve, though single readings can be large or run the other way; the % refers to the signal ratio; note: potency is the fitted concentration of half-maximal effect; % is set by controls: 0 for no effect and ±100 for the full control effect
Target sequence (Q9NR56 whole entry, looked up): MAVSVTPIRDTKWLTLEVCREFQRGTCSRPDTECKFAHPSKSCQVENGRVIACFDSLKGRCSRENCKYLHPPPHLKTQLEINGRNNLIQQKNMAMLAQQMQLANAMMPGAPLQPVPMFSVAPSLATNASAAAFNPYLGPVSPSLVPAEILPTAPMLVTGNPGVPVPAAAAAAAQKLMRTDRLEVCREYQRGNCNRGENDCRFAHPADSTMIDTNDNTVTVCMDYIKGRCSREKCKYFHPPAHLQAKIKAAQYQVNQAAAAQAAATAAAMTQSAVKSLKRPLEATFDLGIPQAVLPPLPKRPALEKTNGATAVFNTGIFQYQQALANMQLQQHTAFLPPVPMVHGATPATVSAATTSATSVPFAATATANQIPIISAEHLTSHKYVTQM
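His-tagged MBNL1 binding to biotinylated (CUG)12 RNA was measured by TR-FRET using terbium anti-His antibody (0.055 ng/ul final) and streptavidin-XL665 (5 nM final). Compounds were titrated 92 nM to 58 uM; 60 min at room temperature.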
USP2a inh: inhibitors of human ubiquitin-specific protease USP2a; O75604; USP2 core, Ub-CHOP2 coupled fluorogenic reporter, 485/531; Potency, µM (series often up to 38.3 µM), without a hit: at the highest dose activity change, negative = inhibition, usual class: inhibitors; actives 0.01% (n = 330,000); AID 463254;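 note: potency is the fitted concentration of half-maximal effect; plate controls were DMSO wells for no effect and full inhibition by NEM control for full effect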
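Deubiquitinase activity read as fluorescence (485/531 nm) after Ub-CHOP2 cleavage activates the enterokinase reporter on its substrate; USP2 core 10nM, Ub-CHOP2 and substrate 25nM each, 30min compound preincubation then 60min RT; data normalized to NEM, curves fitted.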
Chronic BCR inh: blocks chronic active B-cell receptor signaling; ABC-DLBCL IkBa-CBG/CBR reporter, luminescence ratio, 4 h; actives 0.05% (n = 340,000); AID 493014; Potency, µM (titrated, usually from 46.1 µM), for inactives: top-dose ratio change, negative = lower green/red ratio, hits mostly inhibitors; active = well fitted inhibition curve with a large enough effect in the signal ratio, with a control signal flat, not every such curve was filed as active; inconclusive = small, poorly fitted or top-dose-only effect, or effect the other way, or a change in a side signal; the % refers to the signal ratio;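 note: potency is the fitted concentration of half-maximal effect; plate controls were basal doxycycline-induced cells for no effect and cells given 10 µM MG132 for full effect; MG132 reads +100%, hits lower the ratio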
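Doxycycline induced both beetle luciferases in TMD8 lymphoma cells; IKK-driven degradation limits the IkappaBalpha-fused green signal, while red luminescence normalises for cell number and nonspecific effects. Compounds tested up to 46 uM, 4 hrs.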
GALK inh: inhibitors of human galactokinase; P51570; Purified GALK, Kinase-Glo residual ATP luminescence; Potency, µM (highest dose often 57.5 µM), for the others: at the highest dose activity change, negative = inhibition, most hits filed as inhibitors; actives 0.007% (n = 270,000); AID 1868; note: potency is the fitted concentration of half-maximal effect; % is set by controls: 0 for no effect and ±100 for the full control effect
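Luminescence from leftover ATP (Ultra-Glo luciferase/luciferin) served as read-out after a 1 h room-temperature reaction of 5 nM GALK with 35 uM ATP and 100 uM galactose.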
Mito fusion act: mitochondrial division inhibition or fusion activation; actives 0.23% (n = 320,000); Potency, µM (titrated, usually from 46.1 µM), without a hit: top-dose growth rescue (activation), usual class: activators; AID 485298; S. cerevisiae fusion-defective mutant growth rescue, CellTiterGlo 48 h;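 note: potency is the fitted concentration of half-maximal effect; % of control where 0% means no effect; nearly all actives have a fitted effect of over 45% in size; temperature-sensitive fusion mutants such as fzo1-1 at 37 °C on non-fermentable ethanol glycerol medium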
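Growth-rescue viability read-out: after 48 h at the non-permissive 37C in glycerol/ethanol YPEG, yeast mitochondrial fusion mutants are measured by CellTiterGlo luminescence; compounds (23 nl pinned per well) restoring growth score as division inhibitors or fusion activators.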
Menin-MLL TR inh: inhibitors of human menin-MLL interaction, mutant MLL peptide | actives 0.23% (n = 270,000) | O00255 | Menin + Texas Red MLL mutant peptide, fluorescence polarization | Potency, µM (top dose mostly 61.6 µM), without a hit: top-dose FP activity change, negative = inhibition, most hits filed as inhibitors; active = well fitted inhibition curve with a large enough effect in the polarisation, with a control signal flat, not every such curve was filed as active; inconclusive = small, poorly fitted or top-dose-only effect, or effect the other way, or a change in a side signal; inactive = no such curve, though single readings can be large or run the other way; the % refers to the polarisation; note: potency is the fitted concentration of half-maximal effect; % of control where 0% means no effect; many of its hits are not listed in these tables
KCNH2 WT inh: inhibitors of human wildtype KCNH2 potassium channel | Q12809 | U2OS, BacMam KCNH2, thallium flux FluxOr; hits give low values | activity change, % at 1.84 µM | actives 0.37% (n = 340,000);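 active = maximum activity change below -70%; inconclusive = maximum activity change between -70% and -50%; inactive = maximum activity change above -50%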; note: % is set by controls: 0 for no effect and ±100 for the full control effect
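U2OS cells transduced with wild-type KCNH2 virus are loaded with FluxOr dye for 45 min, and thallium flux is measured in kinetic reads before and after stimulation buffer. Rate constants are normalized to DMSO controls.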
PKM2 act: increases activity of human pyruvate kinase M2 | P14618 | purified PKM2, Kinase-Glo ATP luminescence, activation; response scale: 0% is enzyme alone, no compound | Potency, µM (series often up to 57.5 µM), inactives show at the top dose activation, most hits filed as activators | actives 0.34% (n = 260,000) | AID 1631; note: potency is the fitted concentration of half-maximal effect; % is set by controls: 0 for no effect and ±100 for the full control effect; nearly all actives have a fitted effect of over 55% in size
Target sequence (P14618 whole entry, looked up): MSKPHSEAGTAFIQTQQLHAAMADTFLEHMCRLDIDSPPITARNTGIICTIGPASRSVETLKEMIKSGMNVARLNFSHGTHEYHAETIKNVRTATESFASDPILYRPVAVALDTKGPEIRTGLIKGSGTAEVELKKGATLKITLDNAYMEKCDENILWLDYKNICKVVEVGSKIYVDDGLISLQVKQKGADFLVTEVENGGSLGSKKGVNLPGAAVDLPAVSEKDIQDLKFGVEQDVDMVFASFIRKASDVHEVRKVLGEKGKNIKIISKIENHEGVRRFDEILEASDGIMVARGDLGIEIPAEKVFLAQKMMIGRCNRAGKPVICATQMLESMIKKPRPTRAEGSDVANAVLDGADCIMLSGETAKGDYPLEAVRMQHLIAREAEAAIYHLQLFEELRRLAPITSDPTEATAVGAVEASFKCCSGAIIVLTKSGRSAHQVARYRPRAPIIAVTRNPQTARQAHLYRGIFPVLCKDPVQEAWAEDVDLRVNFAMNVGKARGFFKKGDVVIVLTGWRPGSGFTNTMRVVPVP
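ATP formation by purified human PK-M2, quantified via coupled luciferase luminescence after 1 h at room temperature with 0.1 mM ADP and 0.5 mM PEP final.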
Eya2 inh: blocks the phosphatase activity of human Eya2; O00167; recombinant Eya2, OMFP fluorescence dephosphorylation (OMFP is methylfluorescein phosphate); Potency, µM (highest dose often 76.9 µM), inactives show at the top dose activity, negative = inhibition, actives largely listed as inhibitors; actives 0.006% (n = 330,000); AID 488837; note: potency is the fitted concentration of half-maximal effect; % is set by controls: 0 for no effect and ±100 for the full control effect
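Eya2 (0.2 uM) preincubated 10 min at ambient with compound, then OMFP substrate added at 50 uM; 10 min reaction in 50 mM HEPES pH 7.5, 50 mM NaCl, 5 uM MgCl2, 0.05% BSA, 1 mM DTT. Fluorescence read at Ex 485/Em 525 nm.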
* marks the source's active call; other numbers are inactive results; ? = inconclusive; . = not tested or not shown; [ ] = dose if it differs, or a comment. Unless noted, calls come from the whole dose curve; as a rule, active = well fitted curve in the direction sought with a large enough effect; inconclusive = small, poorly fitted or top-dose-only effect, or another doubt; inactive = no such curve, though single readings can be large; an effect the other way counts as inactive or inconclusive. This is a subset; count on the stated rates, not on these rows.

Every second line gives: S-ASM inh, TSHR antagonist, MBNL1 CUG block, USP2a inh, Chronic BCR inh, GALK inh, Mito fusion act, Menin-MLL TR inh, KCNH2 WT inh, PKM2 act, Eya2 inh
Cc1c2cnn(CC(=O)NCCCN3CC(C)CC(C)C3)c(=O)c2c(C)n1Cc1ccccc1Cl (stereo not drawn)
 : 1.5%, -0.4, -2.5%, 1.4%, -13.3%, 2.2%, 3.9%, -6.0%, 5.7, ., -7.3%
CCC(C)N1CNc2c(c(=O)[nH]c(=S)n2-c2cccc(C)c2)C1 (stereo not drawn)
 : 12.8%, 6.8, ., 0.5%, 0.8%, 1.9%, 0.4%, 13.2%, 7.2, -12.5%, -2.3%
COc1ccc(CC(=O)NC(C)c2nnc(SCCOc3ccc(OC)cc3)n2C)cc1 (stereo not drawn)
 : -1.4%, 6.9, -14.9%, -0.7%, 1.1%, -0.6%, -2.3%, 1.2%, -0.6, 2.2%, 14.7%
O=C(c1cncc(Br)c1)N1CCCc2ccccc21
 : 1.6%, 3.4, 0.4%, 1.4%, 2.8%, 2.2%, 1.7%, -2.4%, -2.4, 1.9%, 6.6%
CCCC(=O)Nc1nc(C)c(-c2csc(Nc3ccc(Cl)cc3)n2)s1
 : -19.2%, 33.4, 28.4%, -2.3%, ?, -3.2%, -8.1%, ?, 4.1, -1.8%, 5.6%
COc1ccccc1N1CCN(C(=O)Cc2cccs2)CC1
 : 1.7%, -2.6, 0.1%, -10.2%, -1.4%, -4.0%, -0.9%, -8.1%, -9.3, 1.7%, -8.8%
COc1ccc(C(C(=O)NC2CCCC2)N(CCCO)C(=O)Cn2nnc(-c3ccc(C)o3)n2)cc1 (stereo not drawn)
 : -3.9%, 2.3, 1.7%, 0.0%, 5.7%, 5.6%, 8.3%, -25.2%, -12.0, ., -6.6%
COCC(=O)Nc1cc(OC)c(Cl)cc1OC
 : 3.2%, 1.7, 0.0%, -0.6%, ?, -1.4%, 3.4%, -8.5%, -11.5, 2.9%, -19.9%
CC(=O)Oc1cccc(C(=O)Nc2c[nH]c(=O)[nH]c2=O)c1
 : -2.8%, 10.0, 1.1%, 1.3%, 0.6%, 0.4%, 4.7%, -3.5%, -5.0, -17.0%, 9.3%
CCOCCc1c(O)nc(SCC(=O)NCc2ccco2)[nH]c1=O
 : -0.4%, 10.5, 3.2%, 1.4%, -1.0%, 3.4%, -1.3%, 6.1%, -1.1, -1.6%, -16.5%
O=C(C[N+]12CC[N+](CC(=O)c3ccc(F)cc3)(CC1)CC2)c1ccc(F)cc1
 : -0.5%, 7.8, -1.3%, -0.8%, 2.2%, 2.2%, 5.6%, ., 37.1, ., 0.0%
CC(C)C(=O)Nc1ccc(NC(=O)c2cccc(F)c2)cn1
 : -0.1%, 3.3, 3.3%, 1.4%, 0.2%, 1.4%, -0.9%, 1.4%, -2.5, -4.7%, 5.3%
O=C(CSc1cn(CC(=O)N2CCOCC2)c2ccccc12)N1CCOCC1
 : 1.1%, 24.5, -3.5%, 1.6%, -0.7%, 1.3%, -9.9%, ?, 14.9, 5.7%, -2.9%
CCOc1ccccc1CN1CCC(CO)(CCOc2ccccc2)CC1
 : -0.6%, 21.6, 4.3%, 0.1%, ?, 5.5%, -2.6%, -20.3%, 41.4, -10.6%, -17.3%
Cc1ccc(C)c(NC(=O)Cn2nnc(-c3ccc(N4CCOCC4)cc3)n2)c1
 : -2.0%, -2.5, 1.0%, 1.5%, 4.4%, -0.1%, -9.3%, -23.6%, 5.9, -0.8%, -8.1%
CCOc1ccc(C(C)=O)cc1CSC(=N)N
 : 3.0%, 19.3, ?, 2.7%, 1.6%, 0.4%, -4.0%, 0.4%, -4.3, -4.3%, 0.2%
N#CCC(=O)N/N=C/c1c2ccccc2cc2ccccc12
 : 45.5%[activator], -21.3, ?, -1.9%, ?, -0.7%, -2.5%, 44.7%[activator], -4.9, 9.5%, -15.0%
Cc1ccc(N2C(=N)/C(=C3/Nc4ccccc4S3)C(c3ccccc3)C2=O)cc1 (stereo not drawn)
 : -5.0%, 106.4, ?, -5.9%, 5.9%, 1.0%, -1.3%, -1.7%, -1.9, -14.3%, -7.7%
CCOC(=O)N1CCC(N2C(=O)c3ccccc3C2=O)CC1
 : 2.5%, 11.4, 3.9%, 1.9%, 9.2%, -2.6%, 12.7%, 4.6%, -2.0, -3.6%, 3.4%
CC(NC(=O)CSc1nc2sc3c(c2c(=O)n1-c1ccccc1)CCCC3)c1ccccc1 (stereo not drawn)
 : -3.4%, -4.9, ?, 1.1%, ?, -1.8%, 10.6%, 1.0%, 0.5, -16.2%, 13.1%
O=C(CCN1CCN(S(=O)(=O)c2ccc(Br)cc2)CC1)Nc1ccccc1F
 : 0.1%, -6.0, 1.9%, -0.2%, -0.1%, -0.4%, -4.7%, -7.3%, -0.3, 3.7%, 2.0%
CC(=O)c1ccc(NC(=O)CSc2nc(=O)n3cccc(C)c3n2)cc1
 : -1.0%, -11.3, ., 1.9%, 4.2%, ., -8.3%, ., -12.8, ., -11.2%
CCCc1cc(=O)oc2c(C)c(OCC(=O)N3CCC[C@@H]3C(=O)O)ccc12
 : 13.8%, -2.9, -2.5%, 1.8%, 5.8%, ., -0.4%, -14.8%, 3.2, -0.1%, 6.6%
O=C(CSc1nc2ccccc2[nH]1)NCCc1ccc(Cl)cc1
 : -2.8%, 7.7, ., -0.6%, -1.9%, 0.5%, 2.4%, 8.6%, -120.6*, 2.5%, 0.9%
COc1ccc([C@H]2CC(=O)C=C(c3cccc(OC(F)(F)F)c3)C2)cc1
 : -1.6%, -8.9, ., -5.9%, -5.9%, ., 21.6%, ., -8.1, ., -10.5%
CCC(=O)N1CCc2cc(Br)cc(S(=O)(=O)N3CCC(C(=O)NC(C)C)CC3)c21
 : 0.0%, -2.7, -3.8%, 0.8%, 1.1%, -1.0%, 13.0%, -17.7%, 1.0, ., 5.5%
CCCN1CCc2nc(SCC(=O)Nc3ccc(C)c(Cl)c3)[nH]c(=O)c2C1
 : -5.7%, -10.2, -2.2%, -5.2%, -0.9%, ., -0.2%, 2.1%, -47.5, -6.3%, 9.7%
CCCCN(C(=O)c1ccc2ccccc2c1)c1c(N)n(CCCC)c(=O)[nH]c1=O
 : -2.8%, -8.5, ., 1.8%, -0.2%, ., -9.9%, ., -44.2, ., 1.5%
O=S1(=O)CCC(NC(=S)Nc2ccc(Cl)cc2)C1 (stereo not drawn)
 : 2.3%, 5.6, 1.5%, -1.9%, 1.3%, 3.1%, -4.8%, -3.1%, -21.5, -6.1%, 0.1%
N#CCC1c2ccccc2CCN1C(=O)Nc1ccc(C(F)(F)F)cc1 (stereo not drawn)
 : -0.5%, -14.7, -3.9%, -2.0%, -13.1%, -3.6%, 15.5%, 21.0%, 7.3, 3.5%, -19.1%
O=C(CN1C(=O)c2ccccc2S1(=O)=O)NCCSCc1c(F)cccc1Cl
 : -16.3%, -2.9, -4.7%, 0.3%, -4.1%, 1.3%, -3.7%, 9.6%, 0.2, 1.4%, 5.9%
CCOP(=O)(OCC)C(Nc1ccc(F)cc1)c1ccccc1 (stereo not drawn)
 : 5.5%, 8.3, -5.0%, -2.8%, 1.8%, -1.4%, -3.4%, ., 0.9, -7.0%, 0.2%
Cc1ccc(NC(=O)CSc2nnc(-c3ccco3)o2)cc1
 : -1.1%, -0.1, -3.9%, 0.9%, ?, -1.4%, 1.6%, 8.3%, 12.2, -4.7%, -15.2%
C=CCNC(=O)/C(C#N)=C/c1c(N2CC(C)OC(C)C2)nc2ccccn2c1=O (stereo not drawn)
 : ., 1.3, ?, 0.8%, ?, -1.9%, 1.0%, 11.4%, 1.8, 6.5%, -8.6%
